Screening data from PubChem.
CHO-K1 Ca antag = nonselective inhibitor or artifact in parental CHO-K1 cells; ATP-induced calcium, Fluo-8 fluorescence; inhibition, % at 3 µM; AID 602250; 360,000 compounds, 0.6% hits;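 active = inhibition above a per-plate cutoff, the plate's mean sample inhibition plus 3 SD, cut at about 24% in these data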;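 also: 0% = DMSO plus EC80 ATP and 100% = DMSO alone without ATP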
M4 ag = CHRM4 agonism in calcium assay; activation, % at 3 µM; CHO-K1 hM4/Gqi5, Fluo-8 calcium fluorescence; vehicle 0%, full acetylcholine response 100%; AID 624127; 360,000 compounds, 0.14% hits; P08173;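 active = activation above the run mean over all test wells plus 3 SD, cut at about 32% in these data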;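 also: peak over basal fluorescence ratio per well then scaled between controls; 0% = DMSO wells and 100% = acetylcholine at EC100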
Target sequence (P08173 whole entry, looked up): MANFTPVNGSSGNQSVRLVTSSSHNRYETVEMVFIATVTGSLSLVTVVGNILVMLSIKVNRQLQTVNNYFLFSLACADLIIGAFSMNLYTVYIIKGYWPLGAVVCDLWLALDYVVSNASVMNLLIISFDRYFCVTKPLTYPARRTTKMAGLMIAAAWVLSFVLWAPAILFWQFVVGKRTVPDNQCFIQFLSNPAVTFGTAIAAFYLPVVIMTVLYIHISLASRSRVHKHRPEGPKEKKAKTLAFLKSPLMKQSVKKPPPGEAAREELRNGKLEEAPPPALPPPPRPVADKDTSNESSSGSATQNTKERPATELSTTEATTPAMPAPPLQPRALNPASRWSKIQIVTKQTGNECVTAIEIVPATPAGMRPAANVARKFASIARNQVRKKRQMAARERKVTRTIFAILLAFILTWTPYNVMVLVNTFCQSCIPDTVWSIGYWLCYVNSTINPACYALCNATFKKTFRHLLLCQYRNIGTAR
M1 ag parental = counter-screen for M1 agonists: effect in parental CHO-K1 cells. 360,000 compounds, 0.48% hits. Fluo-8 calcium fluorescence; scaled to maximal ATP response, vehicle zero. activation, % at 3 µM; in the data active = activation above about 15%;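 also: untransfected CHO-K1 host cells lacking M1 receptor as counterscreen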
CHRM1 antagonist = human CHRM1 antagonism; 360,000 compounds, 1.3% hits; P11229; CHO-K1 hM1, Fluo-8 calcium fluorescence, ACh EC80 antagonist; inhibition, % at 3 µM; AID 588852;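 active = percent inhibition above its own plate's cutoff, namely the mean of that plate's compound wells plus 3 SD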;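 also: peak over basal fluorescence ratio during 140 s after agonist addition; 0% = ACh EC80 plus DMSO and 100% = DMSO alone without agonist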
Target sequence (P11229 whole entry, looked up): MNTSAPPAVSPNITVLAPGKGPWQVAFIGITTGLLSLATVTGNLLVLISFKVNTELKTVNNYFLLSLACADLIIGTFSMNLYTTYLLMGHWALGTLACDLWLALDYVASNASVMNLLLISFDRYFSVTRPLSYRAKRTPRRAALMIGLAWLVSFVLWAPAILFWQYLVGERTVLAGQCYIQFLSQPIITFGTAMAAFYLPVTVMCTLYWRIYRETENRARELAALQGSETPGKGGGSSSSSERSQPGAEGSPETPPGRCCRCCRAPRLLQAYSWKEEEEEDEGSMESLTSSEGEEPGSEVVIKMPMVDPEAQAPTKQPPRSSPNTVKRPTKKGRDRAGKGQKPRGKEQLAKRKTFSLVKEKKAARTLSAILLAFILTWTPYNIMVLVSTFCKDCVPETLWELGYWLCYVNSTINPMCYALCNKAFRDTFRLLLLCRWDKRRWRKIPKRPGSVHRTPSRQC
CHRM1 agonist = agonists of human M1 muscarinic receptor. P11229. CHO-K1 hM1, Fluo-8 calcium fluorescence, agonist mode; 0% DMSO, 100% acetylcholine EC100. activation, % at 3 µM. 360,000 compounds, 0.33% hits. AID 588814;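 active = activation above the run's mean compound activation plus 3 SD, cut at about 16% in these data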;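 also: peak over basal fluorescence ratio within a 140 s kinetic read after compound addition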
CHO parental Ca = signal in parental CHO cells, OX1R antagonist counter-screen. parental CHO-K1, ATP-induced calcium, Fluo-8 fluorescence. inhibition, % at 5.6 µM. 330,000 compounds, 0.63% hits;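 active = inhibition above that plate's mean sample inhibition plus 3 SD, cut at about 26% in these data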;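 also: 0% = ATP-challenged DMSO wells and 100% = DMSO wells without ATP; some compounds past the cut are filed as inactive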
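Material: parental CHO cells / Compound: single nominal dose of 5.6 µM per compound / Signal: Fluo-8 fluorescence / Replicates: singlicate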
M4 antag = blocks acetylcholine activation of human M4 receptor | P08173 | CHO-hM4 cells, ACh EC80, Fluo-8 calcium fluorescence | inhibition, % at 3 µM | 360,000 compounds, 0.73% hits;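 active = inhibition above its plate's cutoff, the mean inhibition of sample wells plus 3 SD, cut at about 27% in these data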;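 also: 0% = acetylcholine EC80 with DMSO and 100% = DMSO without agonist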
M1 PAM = human CHRM1 positive allosteric modulation; CHO-K1 hM1, Fluo-8 calcium fluorescence, ACh EC20; 0% = ACh EC20, 100% = maximal ACh; P11229; 360,000 compounds, 0.088% hits; AID 588819; activation, % at 3 µM; in the data active = activation above about 19%, passing the limit was not always enough
OXTR potentiator = potentiators of human oxytocin receptor; CHO-OTR cells, Fluo-8 calcium fluorescence, potentiator mode; 0% = oxytocin EC15, 100% = EC100; P30559; 320,000 compounds, 0.061% hits; activation, % at 3 µM;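 active = activation above that plate's cutoff, the mean activation of tested compounds plus 3 SD, cut at about 6.6% in these data, passing the limit was not always enough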;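 also: 100% uses oxytocin at 75 nM as the full agonist control; some results filed as inactive read as strong as hits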
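test system = CHO-OTR cells, human receptor | compound = single-point 3.0 µM | schedule = 6 min compound pre-incubation at room temperature, 100 s kinetic read | signal = Fluo-8 no-wash calcium dye fluorescence, excitation 470-495 nm, emission 515-575 nm | repeats = single well per compound, singlicate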
* hit, by the source's call.

COC(=O)c1ccc(C)c(NS(=O)(=O)c2ccc3c(c2)OCCO3)c1 was read as CHO-K1 Ca antag -4, M4 ag 4, M1 ag parental 3.5, CHRM1 antagonist -1, CHRM1 agonist -6, CHO parental Ca -10, M4 antag 22, M1 PAM -5 and OXTR potentiator -12.
Screening CCOC(=O)c1c(C)[nH]c(C)c1C(=O)CSc1nc2ccccc2n1CCC#N returned CHO-K1 Ca antag -12, M4 ag 3, M1 ag parental 1.9, CHRM1 antagonist -8, CHRM1 agonist -5, CHO parental Ca -11, M4 antag 8, M1 PAM 9 and OXTR potentiator -3.
Cc1ccc(NC2=NC(c3ccccc3)n3c(nc(C)cc3=O)N2)c(C)c1 (stereo not given) was read as CHO-K1 Ca antag -3, M4 ag 0, M1 ag parental 0.1, CHRM1 antagonist 19, CHRM1 agonist -7, CHO parental Ca -13, M4 antag 6, M1 PAM -14 and OXTR potentiator -1.
Screening CC(=O)Nc1ccc(C2=NNC(=Nc3ccc(S(=O)(=O)N4CCOCC4)cc3)SC2)cc1 returned CHO-K1 Ca antag -8, M4 ag 0, M1 ag parental 0.0, CHRM1 antagonist 0, CHRM1 agonist -3, CHO parental Ca 3, M4 antag 1, M1 PAM 7 and OXTR potentiator -8.
Cc1cc(C)n(Cc2ccc(C(=O)Nc3cccc(Br)c3)o2)n1 was read as CHO-K1 Ca antag -1, M4 ag 1, M1 ag parental 0.6, CHRM1 antagonist -7, CHRM1 agonist -6, CHO parental Ca -17, M4 antag 0, M1 PAM 8 and OXTR potentiator -8.
`O=C(CCNC(=O)C1CCN(S(=O)(=O)c2ccccc2)CC1)NCc1cccc(C(F)(F)F)c1` gave CHO-K1 Ca antag -20, M4 ag 3, M1 ag parental 2.0, CHRM1 antagonist -4, CHRM1 agonist -1, CHO parental Ca -4, M4 antag 1, M1 PAM 4 and OXTR potentiator -10.
C/C(Cl)=C\Cn1c(O)c(N=NC(N)=S)c2cc(Br)ccc21 was read as CHO-K1 Ca antag -13, M4 ag -2, M1 ag parental -0.3, CHRM1 antagonist 6, CHRM1 agonist -5, CHO parental Ca -13, M4 antag -9, M1 PAM -2 and OXTR potentiator -2.
`CCN(CC)CCCNc1nc(C)cc(COC)c1C#N` gave CHO-K1 Ca antag 2, M4 ag 1, M1 ag parental 0.0, CHRM1 antagonist 5, CHRM1 agonist -8, CHO parental Ca -6, M4 antag -11, M1 PAM 0 and OXTR potentiator -1.
For COc1ccc(NC(=O)CCCN2C(=O)C(c3ccccc3)Oc3cccnc32)cc1OC (stereo not given) the results were CHO-K1 Ca antag -12, M4 ag 9, M1 ag parental 4.3, CHRM1 antagonist 5, CHRM1 agonist -1, CHO parental Ca -26, M4 antag -5, M1 PAM 4 and OXTR potentiator -7.
Screening COC(=O)CSc1nnnn1-c1cccc2ccccc12 returned CHO-K1 Ca antag -9, M4 ag 1, M1 ag parental 0.7, CHRM1 antagonist -10, CHRM1 agonist -4, CHO parental Ca -1, M4 antag 4, M1 PAM 5 and OXTR potentiator -3.
Cc1ccc2nc(CC(O)(c3ccccc3)c3ccccc3)ccc2c1 was read as CHO-K1 Ca antag -22, M4 ag -2, M1 ag parental 0.2, CHRM1 antagonist -10, CHRM1 agonist -4, M4 antag -9 and M1 PAM 0.
Screening COC(=O)c1cc(S(=O)(=O)N2CCN(c3ccc(F)cc3)CC2)cn1C returned CHO-K1 Ca antag 5, M4 ag 8, M1 ag parental 20*, CHRM1 antagonist 0, CHRM1 agonist 0, CHO parental Ca 17, M4 antag 3, M1 PAM 0 and OXTR potentiator -11.
For Cc1c(C(=O)N2CCCCC2)c(S(=O)(=O)N2CCN(c3ccc(F)cc3)CC2)c(C)n1C the results were CHO-K1 Ca antag -2, M4 ag 2, M1 ag parental -0.2, CHRM1 antagonist -2, CHRM1 agonist -2, CHO parental Ca -22, M4 antag -10, M1 PAM 12 and OXTR potentiator -8.
`COc1ccccc1C(=O)Oc1ccc(N2C(=O)CCC2=O)cc1` gave CHO-K1 Ca antag -5, M4 ag 1, M1 ag parental 0.4, CHRM1 antagonist -1, CHRM1 agonist -3, CHO parental Ca -15, M4 antag -9, M1 PAM 3 and OXTR potentiator -19.
For COc1cc(/C=C2/SC(=S)N(c3ccccc3)C2=O)ccc1Oc1nc(N2CCOCC2)nc(N2CCOCC2)n1 the results were CHO-K1 Ca antag 6, M4 ag 1, M1 ag parental 0.2, CHRM1 antagonist 2, CHRM1 agonist -1, CHO parental Ca -5, M4 antag 8, M1 PAM 6 and OXTR potentiator 1.
Cc1ccc(C(=O)NC(NCC2CCCO2)C(Cl)(Cl)Cl)cc1 (stereo not given) was read as CHO-K1 Ca antag -5, M4 ag 3, M1 ag parental 1.0, CHRM1 antagonist 5, CHRM1 agonist -4, CHO parental Ca -20, M4 antag -3, M1 PAM 8 and OXTR potentiator -7.
`CCOC(=O)C(NC(=O)c1ccccc1Cl)(Nc1ccc(C)c(C)c1)C(F)(F)F` (stereo not given) gave CHO-K1 Ca antag -6, M4 ag 0, M1 ag parental 0.4, CHRM1 antagonist 0, CHRM1 agonist -10, CHO parental Ca 0, M4 antag 3, M1 PAM 3 and OXTR potentiator -6.
CCCCN(C(=O)c1cc2ccccc2o1)c1c(N)n(CCC)c(=O)[nH]c1=O was read as CHO-K1 Ca antag -6, M4 ag 0, M1 ag parental 0.5, CHRM1 antagonist 3, CHRM1 agonist -6, CHO parental Ca -3, M4 antag -3, M1 PAM 7 and OXTR potentiator 0.
CC(C)(C)NC(=O)CN1C(=O)NC(c2ccccc2)(c2ccccc2)C1=O was read as CHO-K1 Ca antag -18, M4 ag 3, M1 ag parental 0.9, CHRM1 antagonist -17, CHRM1 agonist 1, CHO parental Ca -13, M4 antag -17, M1 PAM 11 and OXTR potentiator -8.
COc1cc(/C=C/c2[nH]c(=O)[nH]c(=O)c2[N+](=O)[O-])cc([N+](=O)[O-])c1O was read as CHO-K1 Ca antag 6, M4 ag 0, M1 ag parental 0.4, CHRM1 antagonist -23, CHRM1 agonist -2, CHO parental Ca -12, M4 antag 9, M1 PAM 15 and OXTR potentiator 2.
Screening O=C(O)C1CC(=O)N(Cc2ccc(F)cc2)C1 (stereo not given) returned CHO-K1 Ca antag -4, M4 ag 1, M1 ag parental 1.1, CHRM1 antagonist -3, CHRM1 agonist -1, CHO parental Ca -12, M4 antag -5, M1 PAM 5 and OXTR potentiator -11.
`Cc1onc(-c2c(F)cccc2Cl)c1C(=O)OCC(=O)NC1CC1` gave CHO-K1 Ca antag -12, M4 ag 3, M1 ag parental 0.3, CHRM1 antagonist -5, CHRM1 agonist -3, CHO parental Ca -7, M4 antag 1, M1 PAM 5 and OXTR potentiator -14.
`COC(=O)c1ccc(N/C(=N/S(=O)(=O)c2ccccc2)c2ccccc2)cc1` gave CHO-K1 Ca antag -11, M4 ag 4, M1 ag parental 1.5, CHRM1 antagonist -8, CHRM1 agonist -9, CHO parental Ca -2, M4 antag 9, M1 PAM 6 and OXTR potentiator -9.
Screening COc1ccc(CN2C(=O)CCC2(C)C(=O)NCc2cccnc2)c(OC)c1 (stereo not given) returned CHO-K1 Ca antag 3, M4 ag 2, M1 ag parental 0.6, CHRM1 antagonist -1, CHRM1 agonist -2, CHO parental Ca -5, M4 antag -8, M1 PAM 2 and OXTR potentiator 0.
Cc1ccc2cc(C)c(N3CCN(c4ccc(F)cc4)CC3)nc2c1 was read as CHO-K1 Ca antag -13, M4 ag 1, M1 ag parental 0.9, CHRM1 antagonist -19, CHRM1 agonist 0, CHO parental Ca -9, M4 antag -4, M1 PAM 12 and OXTR potentiator -2.
Screening COc1ccc(NC(=O)CN(C)C(=O)C(C)Sc2ccccc2)cc1 (stereo not given) returned CHO-K1 Ca antag -7, M4 ag 3, M1 ag parental 2.5, CHRM1 antagonist -10, CHRM1 agonist -4, CHO parental Ca -17, M4 antag 3, M1 PAM 8 and OXTR potentiator 4.
`COc1ccc(Cl)cc1NC(=O)C/C(C)=N/NC(=O)C(=O)NCc1ccccc1` gave CHO-K1 Ca antag -17, M4 ag 0, M1 ag parental -1.1, CHRM1 antagonist -21, CHRM1 agonist -10, CHO parental Ca -27, M4 antag 11, M1 PAM 17 and OXTR potentiator -10.
Screening COc1ccc(CNC(=O)C/C(C)=N/NC(=O)c2cnccn2)cc1 returned CHO-K1 Ca antag -6, M4 ag 1, M1 ag parental 0.0, CHRM1 antagonist 6, CHRM1 agonist -8, CHO parental Ca 6, M4 antag 7, M1 PAM 4 and OXTR potentiator -11.
O=C(Nc1ccc(Cl)cc1)C1CCCN(c2ncnc3c2nc2n3CCCCC2)C1 (stereo not given) was read as CHO-K1 Ca antag -5, M4 ag -1, M1 ag parental -0.1, CHRM1 antagonist 5, CHRM1 agonist -5, CHO parental Ca -27, M4 antag -3, M1 PAM -3 and OXTR potentiator -22.
For O=C(CC[C@H]1O[C@@H](n2cnc3c(NC(=O)c4ccccc4)ncnc32)[C@H](O)[C@@H]1O)NCC1CCCO1 (stereo not given in full) the results were CHO-K1 Ca antag 15, M4 ag 2, M1 ag parental 0.2, CHRM1 antagonist -4, CHRM1 agonist 2, M4 antag -22 and M1 PAM 10.
For O=C(NCc1ccc(F)cc1F)c1cc(COc2c(F)cccc2F)on1 the results were CHO-K1 Ca antag -9, M4 ag -1, M1 ag parental 0.8, CHRM1 antagonist -2, CHRM1 agonist -7, CHO parental Ca -7, M4 antag 8, M1 PAM 1 and OXTR potentiator -6.

Already shown: entries from further up.
COC(=O)c1ccc(C)c(NS(=O)(=O)c2ccc3c(c2)OCCO3)c1 was read as CHO-K1 Ca antag -4, M4 ag 4, M1 ag parental 3.5, CHRM1 antagonist -1, CHRM1 agonist -6, CHO parental Ca -10, M4 antag 22, M1 PAM -5 and OXTR potentiator -12.
Screening CCOC(=O)c1c(C)[nH]c(C)c1C(=O)CSc1nc2ccccc2n1CCC#N returned CHO-K1 Ca antag -12, M4 ag 3, M1 ag parental 1.9, CHRM1 antagonist -8, CHRM1 agonist -5, CHO parental Ca -11, M4 antag 8, M1 PAM 9 and OXTR potentiator -3.
Cc1ccc(NC2=NC(c3ccccc3)n3c(nc(C)cc3=O)N2)c(C)c1 (stereo not given) was read as CHO-K1 Ca antag -3, M4 ag 0, M1 ag parental 0.1, CHRM1 antagonist 19, CHRM1 agonist -7, CHO parental Ca -13, M4 antag 6, M1 PAM -14 and OXTR potentiator -1.
Screening CC(=O)Nc1ccc(C2=NNC(=Nc3ccc(S(=O)(=O)N4CCOCC4)cc3)SC2)cc1 returned CHO-K1 Ca antag -8, M4 ag 0, M1 ag parental 0.0, CHRM1 antagonist 0, CHRM1 agonist -3, CHO parental Ca 3, M4 antag 1, M1 PAM 7 and OXTR potentiator -8.
Cc1cc(C)n(Cc2ccc(C(=O)Nc3cccc(Br)c3)o2)n1 was read as CHO-K1 Ca antag -1, M4 ag 1, M1 ag parental 0.6, CHRM1 antagonist -7, CHRM1 agonist -6, CHO parental Ca -17, M4 antag 0, M1 PAM 8 and OXTR potentiator -8.
